PvdQ acylase = P. aeruginosa PvdQ acylase inhibitors, primary screen, biochemical, fluorescence, plate reader and imaging, single point; PvdQ acylase [Pseudomonas aeruginosa LESB58]; purified PvdQ acylase; inhibition, % at 10 µM; hit rate 0.063% among 340,000; in the data active means inhibition above about 30%, passing the limit was not always enough; inconclusive means no clear call, values can overlap the other calls;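 further: 0% = vehicle neutral wells and 100% = reference inhibitor wells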
RTF Ca sens inh = cardiac RTF calcium sensitivity inhibitors, primary screen, biochemical, IANBD-TnC fluorescence, EC70 calcium. IANBD-labeled cardiac RTF, Ca2+ fluorescence. inhibition, % at 7.15 µM. hit rate 0.12% among 340,000;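 active means inhibition above the mean inhibition of all tested compounds plus 3 SD, cut at about 17% in these data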;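 further: assay run at fixed EC70 calcium of 1.6 mM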
dFosB act = activators of delta FosB homodimer, primary screen, biochemical, fluorescence polarization, TAMRA-CDK5 oligo, single point | hit rate 0.99% among 340,000 | AID 493131, 2011 | activation, % at 25 µM | purified delta FosB; percent of positive-control signal above neutral wells;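 active means mean activation above about 17%, with every replicate also reaching it, limit read from the data, passing the limit was not always enough; inconclusive means only one of the two conditions met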;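 further: fluorescence polarization rise as delta FosB binds a TAMRA Cdk5 AP-1 oligo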
LANA DNA inh = inhibitors of KSHV C-LANA binding to DNA, primary screen, biochemical, fluorescence polarization, FAM-LBS DNA, MBP-C-LANA, single point. AID 504423, 2011. inhibition, % at 9 µM. Kaposi's sarcoma herpesvirus LANA C-terminal domain (residues 932-1162) DNA binding. hit rate 0.078% among 340,000;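 active means highest replicate inhibition at or above 60% at 9 µM, even if other replicates fall short; inactive means all replicates below 60% inhibition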;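 further: 0% = neutral control wells and 100% = 4 µM acridine orange control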
CDK5 p35 inh = inhibitors of human CDK5/p35 kinase, primary screen, biochemical, single concentration; Recombinant CDK5/p35, ADP-Glo luminescence, 60 min; hit rate 0.01% among 330,000; inhibition, % at 10 µM;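 active means highest replicate inhibition of at least 50% and at least 75% of replicates reaching 50%; inconclusive means only one of the two criteria met; inactive means both criteria failed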;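 further: plate controls were DMSO neutral control for no effect and GW8510 at 10 µM for full effect; many of its hits are not listed in these tables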
Target sequence (Q00535 whole entry, looked up): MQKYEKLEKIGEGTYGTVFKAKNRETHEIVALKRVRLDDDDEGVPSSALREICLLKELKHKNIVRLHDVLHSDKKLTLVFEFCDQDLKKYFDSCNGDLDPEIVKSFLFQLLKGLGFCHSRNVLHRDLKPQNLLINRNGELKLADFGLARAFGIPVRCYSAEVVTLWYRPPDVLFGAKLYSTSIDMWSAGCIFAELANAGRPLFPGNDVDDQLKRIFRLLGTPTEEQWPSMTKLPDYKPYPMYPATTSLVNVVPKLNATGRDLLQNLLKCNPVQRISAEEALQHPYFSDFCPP
Target sequence (Q15078 whole entry, looked up): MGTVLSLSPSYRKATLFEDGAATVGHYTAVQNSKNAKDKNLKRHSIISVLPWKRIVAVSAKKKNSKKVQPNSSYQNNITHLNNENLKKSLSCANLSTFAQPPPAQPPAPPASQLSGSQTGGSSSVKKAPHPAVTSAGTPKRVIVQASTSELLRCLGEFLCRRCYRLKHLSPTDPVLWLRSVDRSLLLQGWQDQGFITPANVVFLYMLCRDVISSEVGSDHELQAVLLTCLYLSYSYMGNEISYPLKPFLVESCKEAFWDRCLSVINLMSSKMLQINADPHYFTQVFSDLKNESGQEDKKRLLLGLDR
PfHsp90 set2 = growth inhibition of PfHsp90-expressing yeast, primary screen, antimalarial PfHsp90 inhibitor project, S. cerevisiae, BacTiter-Glo luminescence, single point, set 2; inhibition, % at 9.4 µM; BacTiter-Glo ATP, 48 h; yeast lacking PDR1 and PDR3 efflux regulators; AID 504621, 2011; hit rate 0.32% among 310,000;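 active means every replicate shows inhibition above about 80%, whatever the replicate mean, limit read from the data; inconclusive means mean inhibition reaches the set limit but some replicate falls short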;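 further: 0% = DMSO neutral controls and 100% = 20 µM radicicol positive controls; yeast relying on Plasmodium falciparum Hsp90 in place of its own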
Rtt109 Vps75 = inhibitors of C. albicans Rtt109/Vps75 HAT, primary screen, biochemical, ThioGlo CoA-SH fluorescence, plate reader; Histone acetyltransferase RTT109 (Candida albicans (strain SC5314 / ATCC MYA-2876)), …; hit rate 0.16% among 330,000; inhibition, % at 34.9 µM; purified Rtt109/Vps75, 4 h;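 active means inhibition of at least 50% in every replicate; inconclusive means best replicate reaches 50% inhibition but some replicates fall short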
Target sequence (Q5AAJ8 whole entry, looked up): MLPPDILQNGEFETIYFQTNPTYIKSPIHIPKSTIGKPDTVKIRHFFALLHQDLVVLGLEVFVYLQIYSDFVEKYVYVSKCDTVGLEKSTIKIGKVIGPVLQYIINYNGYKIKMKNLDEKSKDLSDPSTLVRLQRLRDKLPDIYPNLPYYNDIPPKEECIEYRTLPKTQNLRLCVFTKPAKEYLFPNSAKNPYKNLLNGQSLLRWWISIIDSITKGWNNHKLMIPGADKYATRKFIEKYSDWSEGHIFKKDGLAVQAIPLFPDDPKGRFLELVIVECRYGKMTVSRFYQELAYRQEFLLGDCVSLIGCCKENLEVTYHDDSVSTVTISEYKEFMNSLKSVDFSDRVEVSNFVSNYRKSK
SUMO Mot1 rescue = yeast Mot1-301 growth rescue at high temperature, primary screen, SUMOylation pathway inhibitor project, S. cerevisiae, ATP luminescence, 38.5C. growth rescue, % at 18.8 µM. hit rate 1% among 320,000. S. cerevisiae Mot1-301 growth rescue; percent above DMSO median, 100 means doubled;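 active means every valid replicate shows activation above 250% relative to neutral control wells; inactive means the rest, any valid replicate at or below 250%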;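 further: OY570 slx delta 5 strain wells were the positive control but not used for scaling; some compounds called inactive have numbers as strong as hits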
RTF Ca sens act = cardiac RTF calcium sensitivity activators, primary screen, biochemical, IANBD-TnC fluorescence, EC20 calcium | Troponin I, cardiac muscle (Homo sapiens) + Troponin T, cardiac muscle (Homo sapiens) + … | IANBD-labeled TnC RTF fluorescence at EC20 calcium; 0% EC20 calcium, 100% full calcium | activation, % at 7.2 µM | hit rate 0.24% among 340,000 | AID 493008, 2010;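 active means activation above the mean over all tested compounds plus 3 SD, cut at about 30% in these data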;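 further: rise in fluorescence read as greater calcium sensitivity of cardiac thin filaments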
NSD2 HMT inh = NSD2 histone methyltransferase inhibitors, primary screen, biochemical, AlphaScreen, single concentration, set 2. NSD2 peptide methylation, 120 min. inhibition, % at 12.5 µM. hit rate 0.54% among 310,000. AID 743445, 2014; in the data active means inhibition above about 50%
Keap1-Nrf2 PPI = Keap1-Nrf2 protein-protein interaction inhibitors, primary screen, biochemical, fluorescence polarization, single point | Keap1 Kelch-Nrf2 peptide fluorescence polarization, 1536-well | Kelch-like ECH-associated protein 1 (Homo sapiens), Q14145 | inhibition, % at 9.4 µM | hit rate 0.15% among 340,000 | AID 504523, 2011; in the data active means inhibition above about 12%; inconclusive means no clear call, values can overlap the other calls; inactive means below about 7.3%;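 further: human Keap1 Kelch domain with fluorescein labeled Nrf2 9mer peptide probe; 0% = neutral control wells and 100% = peptide positive control; higher means more block of Keap1 binding to Nrf2 peptide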
Numbers without * were called inactive; ? = inconclusive; . = not tested or not shown; & = joins results of further samples. Only part of the results is shown, so the mix of outcomes need not match the whole.

SMILES	PvdQ acylase	RTF Ca sens inh	dFosB act	LANA DNA inh	CDK5 p35 inh	PfHsp90 set2	Rtt109 Vps75	SUMO Mot1 rescue	RTF Ca sens act	NSD2 HMT inh	Keap1-Nrf2 PPI
COc1cc2c3cc1Oc1cc(ccc1O)C[C@@H]1c4c(cc(OC)c(O)c4Oc4ccc(cc4)C[C@H]3N(C)CC2)CCN1C	-7	2	13	-1.8	-0.5	8	-1	202	11	.	-5
CCN(CC)CCCN=Cc1c(O)n(Cc2ccc(F)cc2)c(=O)[nH]c1=O	-14	-1	-7	-1.5	0.2	-23	-16	-14	4	8	-1
CCOC(=O)C1CCN(C=C2C(=O)N(C)C(=S)N(C)C2=O)CC1	-6	-2	-1	3.3	-0.9	-17	-2	-17	3	22	-8
COC(=O)C1C2c3ccccc3OC1(C)N=c1s/c(=C/c3cnn(C)c3)c(=O)n12 (stereo unspecified)	-6	-8	-2	0.6	0.4	-2	12	-5	-1	1	1
C[C@]12CC[C@H]3[C@@H](CCC4=CC(=O)CC[C@@]43C)[C@@H]1CC[C@@H]2O	3&-13	-1&-8	-3&1	-2.3&0.6	1.9&-0.3	.	12&-8	.	0&-4	.	-2&-1
CC(=O)N1CCN(CCN=Cc2c(O)n(-c3ccc(F)cc3)c(=S)[nH]c2=O)CC1	-4	-5	-3	0.1	0.8	-4	-3	6	0	-2	1
CCOC(=O)c1ccc(N2C(=O)CC(N3CC=C(c4ccc(F)cc4)CC3)C2=O)cc1 (stereo unspecified)	-16	-1	-9	1.0	-0.8	-9	2	15	4	0	-1
COC(=O)C1=C(c2ccccc2)C[C@@H]2CC[C@H]1N2C(=O)NCCCOC(C)C	-10	4	8	-1.0	2.6	4	-2	10	5	.	2
COc1ccc(OC)c(N2Cc3ccccc3C2=N)c1	-1	1	-2	-2.4	0.6	-25	21	23	-6	0	-5
CN1C(=O)C(=Cc2ccccc2Oc2ccc(Cl)cc2)C(=O)N(C)C1=O	-17	-6	-6	-2.3	1.5	-19	4	7	-1	-1	-5
Cc1cc(=O)[nH]c(CCl)n1	-16	.	-1	0.2	-0.4	-8	0	-6	.	-3	-2
COc1ccc(C(=O)C(C)(C)NO)cc1	-8	1	-5	-0.3	-2.8	-3	-8	-18	0	-1	0
CN1CCN(c2ccc([N+](=O)[O-])c(Sc3ccccn3)c2)CC1	10	2	-5	-1.1	0.1	12	-2	-3	5	7	4
COc1ccccc1NC(=O)c1cn(CCC#N)nc1-c1ccc(F)cc1	7	-4	-2	4.7	0.5	39	5	-3	-3	2	-1
Cc1cccn2c(=O)c3cc(C(=O)N4CCC5(CC4)OCCO5)n(C)c3nc12	-6	-3	-3	1.2	0.7	.	-9	12	4	.	-3
Cc1nc2nc(C)c(CCC(=O)N3CCC4(CC3)OCCO4)c(C)n2n1	5	4	1	-3.9	0.3	16	-5	-10	0	-3	-4
O=C1N(c2ccc(Cl)cc2)C(c2cccnc2)N2CCCN12 (stereo unspecified)	-13	-9	4	0.0	-0.7	?	-3	.	5	-1	-1
CCC(=O)c1ccc(OC(=O)N(C)c2ccccc2)cc1	-5	.	-9	-2.6	-1.3	-7	-2	0	.	-1	-1
CN(Cc1ccccc1)Cc1ccccc1OC(=O)N(C)C	-20	-9	0	-1.0	1.8	-23	-4	-1	2	-2	-1
COC(=O)C1=C(c2cccc(C#N)c2)C[C@@H]2CC[C@H]1N2C(=O)N1CCC(O)CC1	-11	-19	4	1.3	0.1	.	2	66	-1	.	-9
CN(C)Cc1c[nH]c2ccc([N+](=O)[O-])cc12	-13	-4	-2	-1.0	0.3	-16	-6	.	0	5	-2
O=C(C(=O)N1CCOCC1)c1cn(Cc2ccccc2F)c2ccccc12	-15	-4	-10	1.2	-0.8	1	-15	-1	-2	3	-4
COc1ccc(C2C(C(=O)N3CCC4(CC3)OCCO4)c3cc(OC)c(OC)cc3C(=O)N2C)cc1 (stereo unspecified)	-8	-22	-5	-0.8	-1.5	-50	4	28	-6	0	2
O=C(NC(=S)N1C[C@H]2C[C@H](C1)c1cccc(=O)n1C2)c1ccc(Cl)cc1	-3	-2	-4	-1.8	1.5	11	5	-17	1	.	-5
CCC1(CC)C(=N)N(C)C(=O)NC1=O	-9	2	-5	0.4	-0.4	4	-2	-1	1	-2	5
(further entries)
SMILES	PvdQ acylase	RTF Ca sens inh	dFosB act	LANA DNA inh	CDK5 p35 inh	PfHsp90 set2	Rtt109 Vps75	SUMO Mot1 rescue	RTF Ca sens act	NSD2 HMT inh	Keap1-Nrf2 PPI
O=C(N/N=C/c1c(O)n(C2CC2)c(=S)[nH]c1=O)c1ccccc1Cl	-10	-8	-8	-1.7	0.8	-35	5	8	3	-2	-4
Cc1noc(C)c1C(=O)N1CCC2(CC1)OCCO2	-6	-6	0	1.0	-0.7	24	-14	-14	4	.	-2
COc1ccc(-n2c(/C=C/c3ccc(O)cc3)nc3ccccc3c2=O)cc1	23	0	-6	-0.2	0.8	-10	-6	-23	-2	-3	-1
Cc1[nH]c2ccccc2c1/C=N/O	-2	-6	-4	0.0	2.3	28	2	-1	-1	-1	1
CCC(=NCc1ccco1)c1c(O)n(C)c(=O)n(C)c1=O	-9	-16	-2	0.1	1.6	-18	0	-3	0	.	0
Cc1ccc2c(c1)C1CN(C)CCC1N2C(=O)CCCN1C(=O)c2cccc3cccc(c23)C1=O (stereo unspecified)	12	1	11	-0.7	3.8	-20	6	-6	-2	7	-2
CN(C(=O)Cc1ccc(Cl)c(Cl)c1)C(CN1CCCC1)c1cccc(OCC(=O)O)c1 (stereo unspecified)	-3	3	5	-1.1	-0.9	-8	2	15	2	.	0
Cc1[nH]c2ccccc2c1C1=CCNCC1	-9	-4	6	0.8	-0.8	.	-7	8	2	.	-6
CC(=O)c1c(C)n(CC2CCCO2)c2ccc(O)cc12 (stereo unspecified)	5	-8	-1	0.5	-0.2	11	-1	-8	2	-7	-5
Cc1ccc(S(=O)(=O)NCC2CCC(C(=O)N3CCC4(CC3)OCCO4)CC2)cc1 (stereo unspecified)	1	0	-3	-0.8	-0.7	6	-3	-16	-4	1	-3
C[N+]12CCC(CC1)C(=C(c1ccccc1)c1ccccc1)C2	-5	19*	-2	-0.1	-2.6	-2	-8	-4	0	1	-1
CC(C)(O)C1C2OC(=O)C1C1(O)CC3OC34C(=O)OC2C14C (stereo unspecified)	-8	-7	0	-0.7	-0.5	-2	1	.	2	.	-2
COc1ccc(N=Nc2c(O)[nH]c(=S)[nH]c2=O)cc1	-3	-22	-1	-1.2	0.2	15	-5	-22	18	5	-43
Cc1[nH]c2ccccc2c1CN1CCCCC1	1	-5	-6	-0.1	0.3	-49	-1	.	-6	1	-4
O=C1NC(=O)C2(CCN(S(=O)(=O)c3ccccc3)CC2)C(=O)N1	3	0	2	-5.1	1.0	-1	0	.	-7	31	-6
CC(NCc1ccc(Cl)c(Cl)c1)C(O)c1ccccc1 (stereo unspecified)	-1	0	-10	-0.1	-1.2	-18	-1	14	-6	.	6
Oc1ccccc1-[n+]1c(-c2ccccc2)cc(-c2ccccc2)cc1-c1ccccc1	-11	1	-3	-0.2	-0.8	15	8	-21	0	.	-7
C=Cn1ccnc1P(=S)(c1nccn1C=C)C1CCCCC1	-8	-14	-3	2.5	-1.3	0	7	-23	-2	-1	2
Cc1ccc(OCC(=O)N2CCN(C)CC2)c(Br)c1	1	-3	-1	0.5	0.0	-17	2	8	-1	2	4
N#CC12CNCC1CN=N2 (stereo unspecified)	-16	-7	5	0.0	0.1	1	-2	4	0	.	2
COC(=O)C1=C(c2ccc(F)cc2OCc2ccccc2)C[C@@H]2CC[C@H]1N2C(=O)NCc1ccc(C(C)(C)C)cc1	-10	1	-8	1.8	-0.5	-6	3	-10	2	.	3
CCNc1nc2[nH]c(=O)c3c(c2s1)OC(N)=C(C#N)C3c1cccs1 (stereo unspecified)	6	-1	4	2.5	0.7	-4	-1	56	2	0	1
CN1CCN(c2nc(Cl)ncc2F)CC1	-17	-7	-3	0.6	0.3	.	5	1	3	-1	-7
CCOC(=O)C1CCCN(c2ccc([N+](=O)[O-])c3nonc23)C1 (stereo unspecified)	3	-481	-97	90*	1.1	2	-1	.	393*	.	-11
CNC(C)Cc1ccccc1Sc1ccc(O)cc1 (stereo unspecified)	1	4	6	1.8	2.5	9	5	76	-5	33	1
Going on with the list:
SMILES	PvdQ acylase	RTF Ca sens inh	dFosB act	LANA DNA inh	CDK5 p35 inh	PfHsp90 set2	Rtt109 Vps75	SUMO Mot1 rescue	RTF Ca sens act	NSD2 HMT inh	Keap1-Nrf2 PPI
Cc1cccc(NC(=O)N2CCCC2)c1	3	8	0	-0.2	-0.6	12	-1	4	-5	0	1
CN1C2CCC1CC(OC(=O)CCN1CCCC1)C2 (stereo unspecified)	8	5	-4	-2.9	1.5	15	-7	286	1	1	-5
CCC(=Nc1cccc(C(F)(F)F)c1)c1c(O)n(C)c(=O)n(C)c1=O	-20	-5	-4	1.1	-3.2	-14	-2	5	1	4	-2
CNC(=O)Oc1ccc2ncccc2c1	-11	1	2	-0.1	-0.1	-5	2	3	0	-1	4
CNS(=O)(=O)c1ccc(N=Cc2c(O)n(-c3ccc(C)cc3)c(=O)[nH]c2=O)cc1	7	-4	-4	-2.2	-0.7	0	8	.	0	.	-15
Cc1ccc(-c2cc(-c3ccc(C)cc3)[n+](C)o2)cc1	-10	-8	7	-0.5	0.0	17	-5	3	3	22	-2
Cc1cc(/C=C2\C(=O)NC(=O)N(Cc3ccccc3Cl)C2=O)c(C)n1-c1ccc(C(=O)O)cc1	-2	-11	-5	8.8	-1.6	-42	27	244	-1	58*	-1
CC(=O)NC1C(OC(=O)Cc2ccccc2)OC(COC(C)=O)C(OC(C)=O)C1OC(C)=O (stereo unspecified)	3	3	-3	1.8	0.1	-1	-5	4	0	-1	5
C[C@]1(O)CCC2C3CC[C@@H]4CC(=O)CC[C@]4(C)C3CC[C@@]21C (stereo partly specified)	-12	-8	-7	.	1.5	6	-1	-18	-6	-1	.

From PubChem BioAssay
